# H1N1 NS1A inhibition: H1N1 influenza NS1A inhibitors, functional cell based assay (AID 504329). NS1A functional cell-based assay, percent inhibition; higher % means a stronger effect. inhibition, % at 12.5 µM; hits with a dose series show IC50 in µM. hit rate 0.3% among 340,000; in the data active = a potency from the dose series; inconclusive = inhibition above about 27% without an active follow-up result; also: strong numbers were not always called active
# VEEV TC-83 Vero: inhibitors of VEEV TC-83 cytopathic effect, confirmation, Vero cells (AID 588727); hit rate 0.13% among 350,000; Vero cells, VEEV TC-83 cytopathic effect inhibition; higher % means a stronger effect; inhibition, % at 20 µM, or IC50 in µM where a hit was titrated; in the data active = a potency from the dose series; inconclusive = inhibition mostly from about 14% at the one dose, without a potency; inactive = the rest, 99 in 100 with inhibition below about 12%; also: strong numbers were not always called active
# Salmonella PhoP GFP: PhoP regulon inhibitors, Salmonella typhi PhoP promoter GFP reporter, confirmatory (AID 1850); hit rate 0.33% among 310,000; inhibition, % at 50 µM, or IC50 in µM where a hit was titrated; Salmonella Typhi PhoP-promoter GFP reporter, fluorescence, 4 h; higher % means a stronger effect; in the data active = a potency from the dose series; inconclusive = inhibition mostly from about 25% at the one dose, without a potency; inactive = the rest, 99 in 100 with inhibition below about 19%;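 also: 0% = induced wells with vehicle and 100% = uninduced wells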
# M. tuberculosis HTS: M. tuberculosis growth inhibition, HTS (AID 449762) | M. tuberculosis H37Rv growth inhibition, 7H9 media; higher % means a stronger effect | one-dose inhibition, % at 25 µM; IC50 in µM for titrated hits | hit rate 0.59% among 330,000; in the data active = a potency from the dose series; inconclusive = inhibition above about 70% without an active follow-up result;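 also: bacterial growth assessed after seven days of incubation; strong numbers were not always called active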
# tuberculosis growth: growth inhibition of non-replicating M. tuberculosis (AID 488890); hit rate 0.39% among 320,000; Mycobacterium tuberculosis non-replicating, growth inhibition; higher % means a stronger effect; inhibition, % at 25 µM; hits with a dose series show IC50 in µM; in the data active = a potency from the dose series; inconclusive = inhibition mostly from about 82% at the one dose, without a potency; inactive = the rest, 99 in 100 with inhibition below about 76%;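 also: plate controls were DMSO cells for no effect and high antibiotic wells for full effect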
# VEEV TC-83 Vero 10K pilot screen: also measured in VEEV TC-83 Vero; calls as there; inhibition, %; measured here: 10K pilot screen inhibition
# * marks the source's active call; other numbers are inactive results; i = inactive; ? = inconclusive; / = not tested or not shown.
SMILES,H1N1 NS1A inhibition,VEEV TC-83 Vero,Salmonella PhoP GFP,M. tuberculosis HTS,tuberculosis growth,others
CCOC(=O)N1CCC(NC(=O)c2ccc3c(c2)N(C)CCS3)CC1,-5%,0.6%,-15%,-2%,13%,
Cc1ccc(SC(C)C(=O)N2CCC(C(N)=O)CC2)cc1 (centres undefined),-5%,2.4%,-2%,-4%,2%,
Cc1cc(NC(=O)CCSc2nc(-c3ccco3)cc(C(F)(F)F)n2)n(-c2ccccc2)n1,-6%,8.1%,4%,-4%,0%,
COc1ccc(C(=O)Nc2cc(OC)cc3cccnc23)cc1,22%,0.6%,1%,3%,29%,
COc1ccccc1S(=O)(=O)n1cc(Cc2ccccc2)c(N)n1,-24%,2.4%,-10%,-2%,5%,
COc1ccc(CNC(=O)/C=C/C(=O)O)cc1,-13%,1.1%,1%,5%,-9%,
Cc1cccc(NS(=O)(=O)c2cc(C(=O)N3CCOCC3)ccc2Cl)c1,-5%,i,-7%,-9%,-3%,
CCC(CO)Oc1cc(NC(=O)c2ccc(C)cc2)c2ncn(C(C)C)c2c1 (centres undefined),-8%,2.1%,/,-5%,14%,
CC(C)c1ccc(N=C2N=C(N)c3ccccc32)cc1,16%,4.3%,-6%,61%,?,
Cc1[nH]nc(-c2ccc(OCc3cnn(-c4ccccc4)c3)c(C)c2O)c1Oc1ccccc1,2%,6.7%,16%,2%,-18%,
CN(C(=O)CSc1nc2scc(-c3ccccc3)c2c(=O)[nH]1)c1ccccc1,0%,6.6%,/,-6%,37%,
COc1ccc(C(=O)Nc2cccnc2Sc2ccc(Cl)cc2)cc1,/,0.8%,-11%,10%,15%,
O=C(/C(=C/O)N=Nc1ccccc1Cl)c1ccccc1,10%,3.0%,0%,4%,16%,
Cn1c(N)c(C(=O)COC(=O)C2(c3ccccc3F)CCCC2)c(=O)n(C)c1=O,11%,6.8%,-10%,-7%,12%,
Cc1c(CCOC(=O)C23CC4(C)CC(C)(CC(C)(C4)C2)C3)sc[n+]1CC(=O)c1ccccc1,4%,2.9%,-10%,8%,61%,
CN(/N=C/c1cccnc1)c1cnc2ccccc2n1,-7%,8.4%,8%,3%,1%,
COc1ccc(C)cc1S(=O)(=O)N1CCCCCC1,-31%,2.2%,16%,0%,6%,
c1ccc(C(=C2CCCO2)c2ccccc2)cc1,-1%,0.3%,/,/,/,
Clc1ccc(CNc2ncccn2)cc1,-8%,1.5%,0%,3%,9%,
C[C@H](CO)N1C[C@H](C)[C@H](CN(C)S(=O)(=O)c2ccccc2)Oc2c(NS(C)(=O)=O)cccc2C1=O,-19%,0.7%,/,-3%,-10%,
O=C(Nc1ccc(F)cc1)c1ccc(NC(=O)C2CCCO2)cc1 (centres undefined),-9%,0.9%,14%,0%,19%,
CCN1CCN(c2ccc(NC(=O)c3ccc4c(c3)[nH]c(=O)n4Cc3ccc(F)cc3)cc2)CC1,6%,8.3%,6%,-3%,1%,
O=C(NCCO)c1cc2c(s1)CCC2,7%,i,-17%,-11%,7%,
C=CCNC(=O)C1CCN(S(C)(=O)=O)CC1,0%,0.1%,-1%,-3%,-4%,
O=C(Cc1ccccc1[N+](=O)[O-])N1CCc2ccccc2C1,0%,1.0%,-2%,-2%,-3%,VEEV TC-83 Vero 10K pilot screen=0.4
Cc1ccc(Nc2nc(N)nc(CCl)n2)c(C)c1,4%,?,-6%,?,?,
COC(=O)c1ccc(CSc2nc(-c3ccco3)cc(C(F)(F)F)n2)o1,-6%,1.3%,9%,-5%,25%,
CCOc1ccc(N(CC(=O)Nc2cccnc2)S(C)(=O)=O)cc1,0%,1.8%,1%,-1%,-10%,
Cc1cccc(-n2c(C)cc(/C=N\NC(=O)c3ccco3)c2C)c1,0%,1.2%,-4%,-1%,76%,
Cc1cc(C)c2c(CN3CCN(Cc4ccc5c(c4)OCO5)CC3)cc(=O)oc2c1,0%,0.5%,-2%,?,53%,
CC1(C)CC(=O)C(/C=N/c2ncccc2C(=O)O)=C(O)C1,5%,0.7%,3%,5%,-2%,
O=C(Nc1ccccc1C(=O)NCC1CCCO1)c1ccccc1 (centres undefined),-6%,1.7%,2%,-5%,-1%,
COc1ccc(C(=O)Nc2nnc(-c3ccc(F)cc3)s2)c(OC)c1,-6%,i,/,/,/,
CCOc1ccc(/C=c2\sc3nc(-c4ccco4)nn3c2=O)cc1OCC,-3%,0.1%,16%,?,62%,
COc1ccc(NC(=O)COC(=O)CCc2ccc(S(=O)(=O)N3CCOCC3)cc2)c(OC)c1,-15%,7.2%,/,-1%,1%,
Cc1nn(C)c(C)c1NC(=O)COc1ccc(Cl)cc1,-10%,i,/,-6%,-27%,
Cc1csc(SCC(=O)Nc2ccccc2[N+](=O)[O-])n1,7%,1.7%,13%,3%,5%,
CC(=O)Nc1ccc2c(c1)ncn2-c1ccc(C)cc1,3%,1.1%,22%,6%,11%,
COc1ccc(N2CCN(C(=S)Nc3ccc(F)cc3)CC2)cc1,-12%,0.3%,-1%,4%,0%,
CCCCNC(=O)COC(=O)c1ccc(Cl)c(S(N)(=O)=O)c1,1%,0.3%,3%,3%,-9%,
CCc1n[nH]c(=S)n1/N=C/c1c(C)nn(-c2ccccc2)c1Cl,9%,0.7%,3%,-1%,-5%,
O=C(/C=C/c1ccc(Br)o1)NC(c1ccccc1)c1ccccc1,-3%,0.8%,-4%,3%,10%,
COC(=O)CCC(=O)N1CCCC(CO)(Cc2ccccc2F)C1 (centres undefined),-14%,i,0%,0%,3%,
CCN(CC)C(=O)CSc1nc2sc(C)c(C)c2c(=O)[nH]1,18%,1.8%,-17%,2%,14%,
CCc1ccc2[nH]c3nc(SCC(=O)NCC4CCCO4)nnc3c2c1 (centres undefined),5%,1.6%,/,/,/,
S=C(NCCCNC(=S)Nc1ccccc1)Nc1ccccc1,0%,0.2%,-2%,2%,2%,
Cc1cccc(Cl)c1OCCCCn1ccnc1,-15%,i,0%,3%,?,
COc1ccc(CC(C)N2CCN(c3cccc(C(F)(F)F)c3)CC2)cc1OC (centres undefined),2%,0.2%,-5%,4%,12%,
O=c1c(-c2ccccc2)coc2cc(O)ccc12,-3%,2.1%,-6%,-3%,26%,
Oc1c(CNc2ccccc2)cc(COCc2ccccc2)c2cccnc12,-1%,?,/,25%,70%,
CCOc1ccc(/C=N/NC(=O)c2cc3ccccc3cc2OC)cc1,-8%,8.5%,-9%,-1%,5%,
O=C(CSc1nnc2scc(-c3ccccc3)n12)c1ccc2c(c1)OCCO2,-5%,0.7%,-7%,-5%,-3%,
Cc1cc(NC(=O)CSc2nnc(COc3cccc(C)c3C)n2Cc2ccco2)no1,-13%,1.1%,-12%,2%,-4%,
COc1ccc(OC)c(N(C)S(=O)(=O)c2ccc3c(c2)N(C(C)=O)CCO3)c1,-4%,1.2%,2%,9%,-1%,
COC(=O)C1Cc2c([nH]c3ccccc23)CN1C(C)=O (centres undefined),3%,0.9%,-1%,-3%,2%,
CCn1cc(C(=O)NCCCN2CCCC(C)C2)c(=O)c2cc(S(=O)(=O)N(C)C3CCCCC3)ccc21 (centres undefined),0%,i,-8%,-1%,24%,
O=C(O)CCC(=O)/C=C/c1ccccc1,-1%,2.2%,3%,-7%,-15%,
Cc1cccc(C)c1NC(=O)CCCN1C(=O)C(c2ccccc2)Oc2cccnc21 (centres undefined),5%,2.9%,-13%,-4%,2%,
CN(C)c1ncc(S(=O)(=O)c2ccccc2)c(-c2ccc(Cl)cc2Cl)n1,-1%,i,-2%,-9%,6%,
COc1ccc(CC(=O)NC(CC(=O)O)c2ccc(OC)cc2)cc1 (centres undefined),-2%,2.9%,-3%,-6%,-10%,

# Grouped by structure: the compounds so far with a COOH group.
SMILES,H1N1 NS1A inhibition,VEEV TC-83 Vero,Salmonella PhoP GFP,M. tuberculosis HTS,tuberculosis growth,others
COc1ccc(CNC(=O)/C=C/C(=O)O)cc1,-13%,1.1%,1%,5%,-9%,
CC1(C)CC(=O)C(/C=N/c2ncccc2C(=O)O)=C(O)C1,5%,0.7%,3%,5%,-2%,
O=C(O)CCC(=O)/C=C/c1ccccc1,-1%,2.2%,3%,-7%,-15%,
COc1ccc(CC(=O)NC(CC(=O)O)c2ccc(OC)cc2)cc1 (centres undefined),-2%,2.9%,-3%,-6%,-10%,

# (more compounds)
SMILES,H1N1 NS1A inhibition,VEEV TC-83 Vero,Salmonella PhoP GFP,M. tuberculosis HTS,tuberculosis growth,others
Cc1cccc(NS(=O)(=O)c2ccc(C)c(C(=O)NCC(c3cccs3)N(C)C)c2)c1 (centres undefined),-4%,0.2%,/,/,/,
COc1c(Cl)cc(Cl)cc1CNCCNCCO,1%,0.9%,-6%,29%,7%,
O=c1oc2ccccc2cc1-c1csc(Nc2nc3ccc(F)cc3s2)n1,/,/,2%,6%,1%,
Cc1ccc(C)c(N(CC(=O)NC2CCCC2)C(=O)c2cc3cc4cc(C)ccc4nc3s2)c1,-5%,0.4%,-8%,-8%,-3%,
O=C(Nc1ccc(-c2csc(Nc3ccccc3)n2)cc1)c1cc([N+](=O)[O-])cc(C(F)(F)F)c1,7%,3.4%,2%,?,-1%,
COc1ccc2nc(Nc3nc(CSc4ccc(C)cc4)cc(=O)[nH]3)nc(C)c2c1,-21%,i,-1%,22%,-1%,
Cc1ccc(C2=NCC(=O)N(CC(=O)N3CCCCC3)c3sc(C)c(C)c32)cc1,-1%,1.3%,9%,3%,45%,
S=c1[nH]nc(C23CC4CC(CC(C4)C2)C3)n1Cc1ccco1,-7%,6.3%,-40%,2%,11%,
CCC(C(=O)NC(C)CCc1ccco1)n1nc(C)n2c(cc3occc32)c1=O (centres undefined),15%,i,-6%,-4%,2%,
COC(=O)c1c(NC(=O)CCCC(=O)O)sc2c1CCC2,0%,2.3%,-4%,-7%,-6%,
CCC(=O)Nc1cc(-c2cc3ccccc3oc2=O)ccc1OC,-10%,6.3%,-6%,-6%,-11%,
O=C(COC(=O)Cc1ccccc1F)Nc1cccc(F)c1,1%,i,1%,1%,?,
CC(C)(C)c1cc(CSC(=S)NC2CCS(=O)(=O)C2)c(Br)c(C(C)(C)C)c1 (centres undefined),3%,12%,-3%,13%,0%,
Oc1c(C=C2N=c3ccccc3=N2)sc(=S)n1-c1ccc2ccccc2c1,19%,2.5%,-6%,-10%,-6%,
O=C(NCCC1=CCCCC1)Nc1ccc2nsnc2c1,-13%,2.2%,8%,?,49%,
COc1ccc(S(=O)(=O)N(C)CC(=O)Nc2ccc3c(c2)OCCO3)cc1,-7%,0.5%,1%,-5%,-5%,
CCOc1ccc(N=c2cc(-c3ccc(OC)cc3)oc3ccccc23)cc1,4%,i,4%,3%,60%,
CSc1ccc(/C=C/C(=O)OCC(=O)c2ccc[nH]2)cc1,0%,i,/,6%,67%,
O=C(NCc1cccs1)C(=O)c1c[nH]c2ccccc12,7%,0.1%,-8%,5%,26%,
CC(C(=O)NN)n1nnc(N2CCOCC2)n1 (centres undefined),-1%,i,-6%,3%,-10%,
OCC1CCCCN1C(=S)Nc1cccc(Cl)c1 (centres undefined),-2%,1.3%,-14%,8%,4%,
CCc1ccc(NC(=O)CSc2nnc(CC)c(CC)n2)cc1,2%,i,-4%,66%,9%,
Cc1ccc(NC(=O)Cn2c(O)c(N=NC(N)=O)c3ccccc32)cc1,9%,1.8%,-6%,-3%,5%,
CC(C)CC(=O)Nc1ccc(C(=O)COC(=O)C2CCC2)cc1,12%,1.9%,-9%,-1%,8%,

# Filtered by structure, the compounds so far containing a nitro group on carbon
SMILES,H1N1 NS1A inhibition,VEEV TC-83 Vero,Salmonella PhoP GFP,M. tuberculosis HTS,tuberculosis growth,others
O=C(Cc1ccccc1[N+](=O)[O-])N1CCc2ccccc2C1,0%,1.0%,-2%,-2%,-3%,VEEV TC-83 Vero 10K pilot screen=0.4
Cc1csc(SCC(=O)Nc2ccccc2[N+](=O)[O-])n1,7%,1.7%,13%,3%,5%,
O=C(Nc1ccc(-c2csc(Nc3ccccc3)n2)cc1)c1cc([N+](=O)[O-])cc(C(F)(F)F)c1,7%,3.4%,2%,?,-1%,

# (list continues)
SMILES,H1N1 NS1A inhibition,VEEV TC-83 Vero,Salmonella PhoP GFP,M. tuberculosis HTS,tuberculosis growth,others
Cc1nnc(SCC(=O)N(C)CC(=O)Nc2ccc(F)cc2)n1Cc1ccccc1,-1%,0.4%,-3%,7%,-6%,
C=CCSC1=C(C#N)C(c2ccccc2OCC)C(C#N)C(=O)N1 (centres undefined),1%,0.1%,5%,17%,19%,
CCCc1nc(N)sc1C(=O)OCC,-6%,1.0%,4%,-8%,9%,
COc1cccc(-n2c(SCC(=O)NC3CCS(=O)(=O)C3)nc3ccccc3c2=O)c1 (centres undefined),-6%,4.1%,/,-10%,0%,
COc1ccc(/C=N/n2c(C)nc3sc(C)c(C)c3c2=O)cc1,/,5.7%,-4%,-6%,-3%,

# Screening data as filed in PubChem BioAssay.
